# Tat transport: inhibitors of E. coli Tat protein transport; E. coli MC4100 TorA-mCherry Tat export, fluorescence; inhibition, % at 10 µM; actives 0.036% (n = 340,000);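 active means mean replicate inhibition at least 50% and at least half of replicates individually reaching 50%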;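 further: exported cargo escapes ClpAP degradation while cytoplasmic cargo is degraded and loses fluorescence; 0% = median of neutral control wells and 100% = median of NaSCN control wells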
# PKA-R1A activ: activators of PKA-R1A complex; activation, % at 11.4 µM; actives 0.083% (n = 340,000); PKA-R1A dissociation, Cy5-IP20 fluorescence polarization; scaled: DMSO 0%, 113 µM cGMP 100%;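 active means percent activation above the mean of all tested compounds plus 3 SD, cut at about 19% in these data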;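 further: higher means more PKAc released from R1A so a rise in polarization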
# PfHsp90 set2: inhibits growth of yeast expressing Plasmodium falciparum Hsp90. actives 0.32% (n = 310,000). inhibition, % at 9.4 µM. S. cerevisiae expressing PfHsp90, BacTiter-Glo ATP, 48 h; yeast lacking PDR1 and PDR3 efflux regulators;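 active means every replicate shows inhibition above about 80%, whatever the replicate mean, limit read from the data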;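 further: 0% = DMSO neutral controls and 100% = 20 µM radicicol positive controls; yeast relying on Plasmodium falciparum Hsp90 in place of its own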
# PKA-R2B activ: PKA-R2B complex activation; AID 504700; actives 0.079% (n = 340,000); P22694+P31323; activation, % at 11.4 µM; PKA-R2B holoenzyme dissociation, Cy5-IP20 fluorescence polarization; R2B truncated from residue 108, S112A mutant; 0% DMSO only, 100% 113 µM cGMP;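 active means activation above a cutoff set at the mean over all compounds plus 3 SD, cut at about 18% in these data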;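 further: higher means more holoenzyme dissociation and a rise in polarization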
# HTR5A inv ctr: inverse agonist of human HTR5A in OPRM1-OPRD1 counter-screen. inhibition, % at 9.3 µM. HTR5A cell line, luminescence, inverse agonism. actives 0.083% (n = 340,000). P47898; in the data active means inhibition mostly above about 23%, no sharp cut-off; inactive means mostly below about 18%;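 further: 0% = cells with DMSO and 100% = no-cell wells with DMSO; some compounds called inactive have numbers as strong as hits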
# MOR-DOR inv ag: inverse agonist of human OPRM1-OPRD1 heterodimerization. P35372+P41143. cell-based MOR-DOR heterodimer luminescence, inverse agonism. inhibition, % at 9.3 µM. actives 0.21% (n = 340,000). AID 504357; in the data active means inhibition above about 22%, passing the limit was not always enough;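 further: 0% = cells with DMSO and 100% = wells without cells with DMSO; values of inactives mirror those of a sister screen read the other way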
# Target sequence (P35372 whole entry, looked up): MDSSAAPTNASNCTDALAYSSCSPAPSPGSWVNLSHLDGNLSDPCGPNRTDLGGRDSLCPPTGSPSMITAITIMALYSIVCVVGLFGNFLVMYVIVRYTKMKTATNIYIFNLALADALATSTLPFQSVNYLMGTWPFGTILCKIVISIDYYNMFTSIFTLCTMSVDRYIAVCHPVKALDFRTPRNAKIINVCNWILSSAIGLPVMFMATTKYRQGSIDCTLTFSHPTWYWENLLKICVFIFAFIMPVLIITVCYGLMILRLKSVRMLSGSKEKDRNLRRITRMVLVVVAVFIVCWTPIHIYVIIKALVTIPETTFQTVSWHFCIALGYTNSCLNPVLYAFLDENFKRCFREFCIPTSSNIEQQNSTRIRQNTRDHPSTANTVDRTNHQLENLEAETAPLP
# Target sequence (P41143 whole entry, looked up): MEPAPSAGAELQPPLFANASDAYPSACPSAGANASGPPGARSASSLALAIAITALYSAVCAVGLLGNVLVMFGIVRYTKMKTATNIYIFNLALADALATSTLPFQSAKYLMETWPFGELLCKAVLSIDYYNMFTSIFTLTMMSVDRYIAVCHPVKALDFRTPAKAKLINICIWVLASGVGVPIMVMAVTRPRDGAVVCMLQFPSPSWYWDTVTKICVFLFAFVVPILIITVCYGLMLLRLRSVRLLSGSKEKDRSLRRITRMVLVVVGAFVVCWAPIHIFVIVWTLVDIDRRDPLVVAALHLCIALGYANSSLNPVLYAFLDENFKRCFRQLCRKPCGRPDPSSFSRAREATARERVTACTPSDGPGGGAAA
# E coli growth: reduces bacterial viability in AddAB counter-screen. E. coli V3065 growth, OD600 absorbance, 18 h. inhibition, % at 11.9 µM. actives 0.27% (n = 330,000). AID 449728;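 active means inhibition above the campaign's mean inhibition across all tested compounds plus 3 SD, cut at about 9.9% in these data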;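 further: uninfected addAB+ strain grown without phage in ampicillin broth; 0% = DMSO wells and 100% = ciprofloxacin 0.95 µg/ml wells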
# OPRM1-OPRD1 ag: OPRM1-OPRD1 heterodimerization agonism; P35372+P41143; cells, luminescence; activation, % at 9.3 µM; actives 0.3% (n = 340,000); in the data active means activation above about 18%;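 further: 0% = vehicle-treated cells and 100% = reference agonist; values of inactives mirror those of a sister screen read the other way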
# AddAB inh: less growth of phage-infected E. coli with AddAB | E. coli expressing H. pylori AddAB, absorbance growth | inhibition, % at 11.9 µM | actives 0.29% (n = 330,000); in the data active means inhibition above about 12%;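 further: 0% = vehicle wells of infected cells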
# phage Ecoli inh: E. coli growth loss with phage present; growth absorbance; inhibition, % at 11.9 µM; actives 0.26% (n = 360,000); in the data active means inhibition above about 11%
# SUMO Mot1 rescue: SUMOylation pathway inhibition by Mot1-301 growth rescue. S. cerevisiae Mot1-301 growth rescue, ATP luminescence, 38.5C; percent above DMSO median, 100 means doubled. growth rescue, % at 18.8 µM. actives 1% (n = 320,000). AID 2716;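 active means every valid replicate shows activation above 250% relative to neutral control wells; inactive means the rest, any valid replicate at or below 250%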;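 further: OY570 slx delta 5 strain wells were the positive control but not used for scaling; some compounds called inactive have numbers as strong as hits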
# Active calls of the source: *; . = no result given.
1	CN(Cc1cccc(F)c1)C(=O)c1ccc(S(=O)(=O)N2CCCCCC2)cc1
2	COc1cccc(C(=O)COC(=O)c2ccc(NC(C)=O)cc2)c1
3	Nc1cccc2c1C(=O)c1ccc(Cl)cc1C2=O
4	O=C(NNC(=O)C1[C@H]2CCCC[C@@H]12)NC1CCCCC1 (stereo partly specified)
5	O=S(=O)(c1ccc2c(c1)CCCN2)N1CCCCC1
6	Brc1ccc2nc(-c3c[nH]c4ccccc34)cn2c1
7	O=C(Nc1ccc2c(c1)OCCO2)C1c2ccccc2C(=O)N2CCc3ccccc3C12 (stereo unspecified)
8	Nc1ccc2nc3c(=O)n(C4CCCCC4)c(=O)[nH]c3nc2c1

assay / compound,1,2,3,4,5,6,7,8
E coli growth,-0.2,-1.2,.,-0.8,-0.9,1.0,0.9,-0.8
PKA-R2B activ,6,-5,6,6,4,-10,6,4
SUMO Mot1 rescue,19,-8,.,17,11,-11,57,5
AddAB inh,0.8,4.3,.,1.5,3.4,0.2,0.5,2.2
OPRM1-OPRD1 ag,-1.3,-0.8,5.2,-1.4,-0.3,-1.3,0.0,4.4
PKA-R1A activ,1,3,2,7,-2,-9,4,-2
MOR-DOR inv ag,6,4,-26,10,1,6,0,-22
PfHsp90 set2,-10,26,-88,-12,-16,-52,23,-6
HTR5A inv ctr,-20,-6,9,-2,19,0,4,-23
phage Ecoli inh,2.5,1.1,1.1,0.9,2.8,3.0,3.6,1.4
Tat transport,-3,-2,2,-2,7,-3,-3,-2

9	Clc1cccc(CN2CCSCC2)c1
10	COCCn1c(SCC(=O)N2CCC(C)CC2)nc2c([nH]c3ccccc32)c1=O
11	COc1ccc(NC(=O)c2sc3nc(C)nc(N4CCN(c5ccccn5)CC4)c3c2C)c(OC)c1
12	NC(=O)CC(NC(=O)c1ccccc1)c1ccc(NCCc2cccc(F)c2)c([N+](=O)[O-])c1 (stereo unspecified)
13	CCOC(=O)C1CCN(C(=O)Nc2ccc(OC)c(OC)c2)CC1
14	CC(=O)N1CCCC(C(=O)c2ccc3c4c(cccc24)CC3)C1 (stereo unspecified)
15	COc1ccc(C(=O)NNC(=O)CSc2nnc(COc3ccccc3)n2C)cc1

assay / compound,9,10,11,12,13,14,15
E coli growth,1.7,2.2,-1.1,-0.2,-0.8,0.3,-1.2
PKA-R2B activ,-10,-8,-1,1,-8,25*,-14
SUMO Mot1 rescue,23,2,-12,-15,-5,14,29
AddAB inh,5.0,-0.2,1.5,0.5,-1.0,0.2,1.6
OPRM1-OPRD1 ag,-0.2,-2.7,2.4,1.2,-2.6,0.0,-1.1
PKA-R1A activ,1,-11,0,-5,-10,1,-7
MOR-DOR inv ag,1,11,-12,-7,14,0,6
PfHsp90 set2,18,-32,-13,11,8,7,-7
HTR5A inv ctr,-9,7,3,4,13,-2,16
phage Ecoli inh,0.2,1.6,-0.6,0.6,1.8,4.5,4.2
Tat transport,-2,-4,0,-3,1,7,4

# From PubChem BioAssay

# Hits appear at their usual frequency; overall some 2.2% were active at least once.
